Compound activity (PubChem BioAssay)
E-selectin induc – E-selectin induction on HUVECs | activation, % at 7.58 µM | actives 0.37% (n = 260,000) | P16581 | HUVEC E-selectin immunofluorescence imaging; normalized: neutral wells 0, TNF-alpha wells 100;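 active means mean E-selectin-positive cell signal at least 10% of the positive control, reached in at least 60% of replicates, without over 20% cell loss; inconclusive means no rule given, readout overlaps actives, possibly toxicity-flagged; inactive means the rest, including those meeting only one limit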;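 further: in these data hits start at about 27%; measured in HUVEC primary endothelial cells; signal is the percent of cells scored E-selectin positive by PE staining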
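Test system: HUVEC; input: 3,000 HUVEC/well; measured by: immunofluorescence imaging; read-out: % PE-positive cells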
Statin myotox sup – suppressors of simvastatin-induced myotoxicity in C2C12 myotubes; ATP luminescence, 48 h; scaled: DMSO 0, geranylgeraniol control 100; rescue of ATP level, % at 7.49 µM; actives 0.78% (n = 330,000); AID 602340;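 active means mean ATP rescue above about 67%, or every replicate alone reaching that limit, limit read from the data, passing the limit was not always enough; inconclusive means no clear call, values can overlap the other calls; inactive means mean under the limit and some replicate under it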;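 further: myotubes were challenged with 10 µM simvastatin during compound exposure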
S100A4 inh HTS – S100A4-myosin IIA interaction inhibition | S100A4/TAMRA-MyoIIA peptide fluorescence polarization | P26447 | inhibition, % at 10.7 µM | AID 652163 | actives 0.14% (n = 360,000);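 active means mean inhibition of at least 70% across replicates, with every replicate also reaching that level; inconclusive means mean inhibition reaches 70% but some replicates fall short; inactive means mean inhibition below 70%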
Target sequence (P26447 whole entry, looked up): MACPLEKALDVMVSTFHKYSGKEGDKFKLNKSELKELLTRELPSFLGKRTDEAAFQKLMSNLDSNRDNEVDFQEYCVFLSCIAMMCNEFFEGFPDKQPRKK
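Test system: S100A4 monomer protein; Medium: HEPES pH 7.2 with CaCl2, KCl, NaCl, DTT, Triton; Probe or stimulus: TAMRA-labelled myosin IIA heavy-chain peptide probe, 5 nM; Doses: one dose per compound; Times: polarization read 5 min after assay mix addition, stable 5–60 min; Benchmarks: neutral control DMSO, positive control TFP.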
DENV2 CPE – DENV2-induced cell death inhibition | DENV2-infected cells, cytopathic effect rescue, plate reader | CPE inhibition, % at 9.99 µM | actives 1.7% (n = 350,000); in the data active means CPE inhibition above about 20%, passing the limit was not always enough; inconclusive means no clear call, values can overlap the other calls; tested in BHK-21 cells;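 further: 0% = median of neutral control wells and 100% = median of positive control wells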
PglD inh – blocks C. jejuni PglD acetyltransferase activity | purified PglD enzyme, DTNB colorimetric CoA detection | inhibition, % at 12.5 µM | actives 0.098% (n = 360,000); in the data active means inhibition above about 16%, passing the limit was not always enough; inconclusive means no clear call, values can overlap the other calls; further: strong numbers were not always called active
SIRT5 block – blocks human SIRT5 desuccinylation of peptide; Q9NXA8; Purified SirT5, succinyl-peptide AMC, trypsin-coupled fluorescence; inhibition, % at 15 µM; actives 1.1% (n = 330,000); in the data active means inhibition above about 15%; inconclusive means no clear call, values can overlap the other calls
Target sequence (Q9NXA8 whole entry, looked up): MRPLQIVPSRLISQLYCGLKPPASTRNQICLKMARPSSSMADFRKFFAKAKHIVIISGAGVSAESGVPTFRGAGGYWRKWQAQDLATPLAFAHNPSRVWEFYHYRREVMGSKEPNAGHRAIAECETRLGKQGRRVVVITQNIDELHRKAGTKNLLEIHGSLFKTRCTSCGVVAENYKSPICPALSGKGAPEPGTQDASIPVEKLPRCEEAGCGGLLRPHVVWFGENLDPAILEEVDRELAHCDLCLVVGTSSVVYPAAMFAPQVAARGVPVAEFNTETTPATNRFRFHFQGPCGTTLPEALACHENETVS
ERp5 inh – inhibitors of human ERp5. Q15084. ERp5 insulin aggregation, absorbance 650 nm, 90 min. inhibition, % at 9.99 µM. actives 0.05% (n = 350,000). AID 651711;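 active means mean replicate inhibition above about 25%, with every replicate also reaching it, limit read from the data, passing the limit was not always enough; inconclusive means only one of those two criteria met; inactive means neither criterion met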
Target sequence (Q15084 whole entry, looked up): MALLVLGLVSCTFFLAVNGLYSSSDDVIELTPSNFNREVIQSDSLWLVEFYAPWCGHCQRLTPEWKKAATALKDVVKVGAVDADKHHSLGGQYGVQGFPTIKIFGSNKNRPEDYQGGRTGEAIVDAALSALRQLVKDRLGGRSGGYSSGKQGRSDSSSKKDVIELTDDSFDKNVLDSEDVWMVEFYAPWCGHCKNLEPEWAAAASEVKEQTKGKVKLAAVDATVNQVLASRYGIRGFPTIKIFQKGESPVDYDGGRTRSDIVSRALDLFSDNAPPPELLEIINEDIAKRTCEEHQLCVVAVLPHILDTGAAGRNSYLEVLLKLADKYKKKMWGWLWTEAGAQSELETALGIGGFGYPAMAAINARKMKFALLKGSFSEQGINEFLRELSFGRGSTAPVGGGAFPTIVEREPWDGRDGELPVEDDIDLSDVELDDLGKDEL
Numbers without * were called inactive; ? = inconclusive; . = not tested or not shown.

SMILES | E-selectin induc | Statin myotox sup | S100A4 inh HTS | DENV2 CPE | PglD inh | SIRT5 block | ERp5 inh
CN1C=CC(=C[N+](=O)[O-])N(C)C1=O | 0.0 | . | -2 | 0 | . | 6 | -8
Cc1ccc(S(=O)(=O)N(CC(=O)c2ccc(Cl)cc2)C(=O)N2CCN(C)CC2)cc1 | . | 10 | -3 | 1 | -2 | 5 | 2
CCCC(=O)Nc1ccc2c(c1)C(=O)N(C)[C@H]1CC[C@@H](CC(=O)NCc3cccc(F)c3)O[C@@H]1CO2 | -0.1 | -5 | 9 | -4 | -1 | -3 | -3
CCNC(=O)C[C@H]1CC[C@H]2[C@H](COc3ccc(NC(=O)c4ccccc4)cc3C(=O)N2C)O1 | -0.1 | 11 | -5 | 13 | 0 | -2 | 2
CCCN(C)C[C@@H]1Oc2cc(C#CC(C)C)ccc2S(=O)(=O)N([C@@H](C)CO)C[C@H]1C | 2.3 | -58 | 14 | -5 | 0 | 1 | 3
CC(O)[C@H]1CNC(=O)C(=O)N1CCc1cc(C(F)(F)F)cc(C(F)(F)F)c1 (stereo not given in full) | -0.3 | -1 | 1 | -2 | -7 | 0 | -6
Cc1cc2c3c([nH]c2cc1S(=O)(=O)N1CCC2(CC1)OCCO2)CCCC3=O | . | 18 | -1 | -3 | 0 | 0 | 2
CCOC(=O)C1CCCN(S(=O)(=O)c2ccc(Cl)nc2)C1 (stereo not given) | . | -8 | -3 | 1 | -2 | -2 | -1
O=C(N/N=C/c1ccc(O)c(O)c1)c1cccc(S(=O)(=O)N2CCCCC2)c1 | . | 1 | -2 | 8 | -1 | 1 | 10
COc1cccc2cc(-c3n[nH]c(=S)n3C)oc12 | -0.2 | . | 0 | 4 | 1 | -5 | 4
Fc1ccc(NC(=S)Nc2ccc3nccnc3c2)cc1 | 0.8 | . | 19 | -4 | . | -2 | -3
C[C@@H]1CN([C@@H](C)CO)C(=O)c2ccccc2-c2ccccc2CO[C@@H]1CN(C)C(=O)N[C@H](C)c1ccccc1 | -0.2 | -17 | 3 | -2 | 0 | -11 | 0
COc1cccc(NC(=O)CSCc2cc(=O)n3ccsc3n2)c1 | . | 14 | -2 | . | -3 | -4 | -5
C[C@@H]1CN([C@H](C)CO)S(=O)(=O)c2ccc(-c3cccc(C#N)c3)cc2O[C@H]1CN(C)C(=O)Nc1ccccc1F | -0.2 | -147 | -11 | 6 | -3 | -1 | -1
C=CCn1c(SCC(=O)N2CC(C)OC(C)C2)nnc1-c1ccncc1 (stereo not given) | . | 0 | 0 | 7 | 4 | -6 | -11
O=C(Cc1cccs1)Nc1ccc(S(=O)(=O)N2CCCC2)cc1 | -0.3 | 0 | -3 | 1 | 3 | 0 | 2
O=C(Cc1ccccc1)Nn1c(-c2ccccc2F)nc2ccccc2c1=O | . | 13 | -10 | -5 | -2 | 10 | -5
CCN(C(=O)COC(=O)c1ccc(F)c(S(=O)(=O)N2CCOCC2)c1)C1CCS(=O)(=O)C1 (stereo not given) | 0.2 | 6 | -2 | 0 | -4 | -6 | -4
Cc1nc(Oc2ccccc2)c2ccsc2n1 | -0.2 | 14 | -3 | 0 | -2 | 0 | 1
C[C@@H]1CN([C@H](C)CO)C(=O)c2cc(NC(=O)CCC(F)(F)F)ccc2O[C@@H](C)CCCCO[C@H]1CN(C)C(=O)Nc1ccc2c(c1)OCO2 | -0.1 | . | -10 | 8 | -3 | 1 | 1
CCOc1ccc(S(=O)(=O)Nc2ccc(C(=O)NCC(C)(C)N3CCOCC3)cc2)cc1 | -0.1 | -13 | 2 | 5 | . | -1 | -8
COc1ccc2c3c(n(C)c2c1)[C@@H](CO)N(C)CC31CCN(C(=O)Nc2c(C)noc2C)CC1 | 0.5 | . | -5 | 11 | . | -2 | 0
O=C(CC(=O)c1ccccc1)Nc1ccccc1C(F)(F)F | 0.2 | -2 | -3 | -4 | 2 | -2 | 0
O=C(COC(=O)c1cccc(Br)c1)NCCc1ccc(F)cc1 | . | . | -5 | . | . | -6 | -5
C=CCNC(=O)NC(=O)COC(=O)/C=C/c1cccc([N+](=O)[O-])c1 | . | 6 | -2 | 2 | . | 0 | -4
COc1ccc(CN(C)C[C@@H]2OCCCC[C@H](C)Oc3ccc(NC(=O)c4ccccc4)cc3C(=O)N([C@H](C)CO)C[C@@H]2C)cc1 | -0.1 | . | 8 | -10 | 0 | -1 | -2
COc1cccc(C(=O)Nc2ccc3c(c2)C(=O)N(C)[C@@H]2CC[C@@H](CC(=O)NCC(F)(F)F)O[C@H]2CO3)c1 | 0.1 | -3 | 3 | 3 | 3 | -4 | -2
C[C@H](CO)N1C[C@H](C)[C@@H](CN(C)Cc2ccc(Cl)c(Cl)c2)Oc2ccc(NC(=O)Cc3cn(C)c4ccccc34)cc2CC1=O | 14 | 127* | -8 | 7 | 6 | 1 | -6
CCc1cc(C(=O)OC)c(NC(=O)CN2CCN(C(=O)c3ccco3)CC2)s1 | . | 2 | 58 | -8 | -1 | 0 | -10
CCOc1ccc(C(=O)NCc2ccc3c(c2)OCO3)cc1OCC | . | 12 | -2 | 2 | 8 | -6 | 2
O=C(Nc1cccc(-c2ccc(N3CCOCC3)nn2)c1)c1ccc(F)cc1F | . | -19 | -3 | -5 | 5 | 0 | 5
CC(=Nc1ccccc1C(F)(F)F)c1ccncc1 | 0.0 | 2 | 21 | 0 | -2 | -1 | -1
COc1ccc(-c2ccc([C@H]3[C@@H](CO)N4CCCCN(C(=O)c5ccc(F)cc5)C[C@H]34)cc2)cc1 | -0.6 | . | -11 | -6 | 8 | -2 | -2
Cc1ccc(C2NC(=O)c3ccccc3N2)c(C)c1 (stereo not given) | 1.3 | . | 0 | 6 | . | . | 0
COc1ccc([C@@H]2CC=C(C(=O)O)[C@H](c3ccc(C)cc3)N2S(=O)(=O)c2ccccc2C)cc1 | 0.2 | 9 | 3 | 0 | -7 | 2 | -7
Cc1cc(NC(=O)CSCC(=O)Nc2cc(C(F)(F)F)ccc2N2CCCC2)no1 | -0.7 | 4 | 1 | -3 | -6 | -1 | -9
C=CCN1C(=O)c2ccc(C(=O)N3CCC(C(N)=O)CC3)cc2C1=O | -0.1 | 1 | -5 | -9 | 1 | -4 | 2
CO[C@@H]1CN(C)C(=O)c2cc(NC(C)=O)ccc2OC[C@@H](C)N(Cc2cccc(F)c2)C[C@H]1C | -0.3 | -7 | 3 | 9 | 0 | -3 | -1
COc1cc(/C(C)=N\NC(N)=S)cc(OC)c1OC | . | . | 1 | ? | -4 | 7 | 6
O=C(/C=C/c1ccc(Cl)c(C(F)(F)F)c1)N1CCN(c2ccccn2)CC1 | . | 4 | -2 | -1 | 3 | -13 | -21
CCOC(=O)CN1C(=O)/C(=C/c2ccccc2Br)Oc2ccccc21 | 0.0 | -20 | 0 | -2 | 1 | -3 | 3
COc1ccc(S(=O)(=O)Nc2ccc3c(c2)C(=O)N([C@@H](C)CO)C[C@H](C)[C@@H](CN(C)C(=O)Nc2ccccc2)OCCCC[C@@H](C)O3)cc1 | 0.1 | . | . | -3 | -1 | . | .
COc1ccc([C@H]2Cc3cc(O)cc(O)c3C(=O)O2)cc1O | 0.0 | -4 | -1 | 17 | -1 | . | 3
COC(=O)c1cc(C)nc(Sc2ccccc2NC(C)=O)n1 | 0.5 | . | -1 | -3 | 3 | -4 | 2
COCOc1cccc(CN2CCC(C)(Oc3cccc(OC)c3)C2)c1 (stereo not given) | 0.1 | -3 | -3 | -6 | 6 | -4 | 2
OC(c1ccccc1)(c1nc(-c2ccccc2)cs1)C(F)(F)F (stereo not given) | ? | -6 | 3 | -8 | -1 | -7 | 2
CC(C)NC(=O)N(C)C[C@@H]1OCCCC[C@@H](C)Oc2ccc(NC(=O)Nc3ccc4c(c3)OCO4)cc2C(=O)N([C@@H](C)CO)C[C@@H]1C | -0.2 | . | -6 | -12 | . | 4 | -5
COc1ccc(S(=O)(=O)Nc2ccc3c(c2)C(=O)N([C@@H](C)CO)C[C@@H](C)[C@@H](CN(C)Cc2ccc(-c4ccccc4)cc2)O3)cc1 | 0.0 | . | 4 | 2 | 8 | 1 | 1
Cc1cc(SCC(=O)Nc2cccc(S(=O)(=O)N3CCOCC3)c2)nc2ccccc12 | 0.4 | . | -1 | 6 | . | -7 | -4
COc1ccc(NC(=O)Nc2ccc3c(c2)C(=O)N([C@H](C)CO)C[C@H](C)[C@@H](CN(C)C(=O)Nc2cccc4ccccc24)O3)cc1 | . | -17 | 11 | -2 | 2 | 3 | -3
CCC(NS(=O)(=O)c1cccs1)c1ccc(C)cc1 (stereo not given) | -0.5 | -4 | 0 | -1 | 4 | -3 | -8
C[C@@H](O)C#Cc1ccc2c(c1)O[C@H](CN(C)C(=O)C1CCC1)[C@@H](C)CN([C@@H](C)CO)S2(=O)=O | 1.1 | -11 | -16 | -3 | 1 | 1 | 0
COc1ccc(NC(=O)N2C[C@@H]3N[C@H](C2)C3c2ccc(-c3cccc(F)c3)cc2)cc1 (stereo not given in full) | 0.5 | . | -2 | 10 | . | -9 | 4
CCOC(=O)[C@H]1[C@H]2COc3ccc(Br)cc3[C@@H]2N2C(=O)N(c3ccc(F)cc3)C(=O)[C@@]12C | 0.0 | 18 | -7 | 6 | -7 | . | -2
C[C@@H]1CN([C@H](C)CO)C(=O)c2cc(N(C)C)ccc2O[C@@H](C)CCCCO[C@@H]1CN(C)C(=O)Nc1cccc2ccccc12 | -0.2 | -3 | 4 | -7 | 3 | 8 | 3
CCOC(=O)Cn1c2ccc(C)cc2c2nc(C)sc21 | 2.4 | -16 | 0 | -3 | 4 | 1 | 2
C[C@H](CO)N1C[C@H](C)[C@H](CN(C)S(=O)(=O)c2cn(C)cn2)Oc2c(NC(=O)Nc3ccccc3)cccc2C1=O | 0.2 | . | 0 | 0 | -1 | 3 | -2
Cc1cc(C)n(-c2ccc(NC(=O)C3CCCCN3C(=O)c3cc(C)oc3C)cc2)n1 (stereo not given) | . | -2 | -5 | -3 | -1 | 0 | -5
COC(=O)c1cc(C(=O)c2ccccc2)n2c(=O)/c(=C\N(C)C)sc12 | . | . | -6 | 13 | . | 1 | 4
CC(COS(N)(=O)=O)Cc1ccc(C(F)(F)F)cc1 (stereo not given) | . | -14 | -4 | -12 | 3 | . | -3
C[C@@H]1CN([C@@H](C)CO)C(=O)c2cc(NS(=O)(=O)c3cccs3)ccc2O[C@H]1CN(C)C(=O)Nc1cccc2ccccc12 | 0.2 | 48 | -4 | -6 | -1 | 3 | -5
O=C(CSc1nc2ccccc2c(=O)n1-c1ccccc1)N1CCC1 | . | . | 1 | 3 | . | 2 | 1

The list is partial; the hit share may differ from the screen's.
